FEN1 inh – human FEN1 inhibition | Potency, µM (titrated, usually from 114 µM), inactives show at the highest dose activity change, negative = inhibition, most hits filed as inhibitors | P39748 | AID 588795 | 390,000 compounds, 0.35% hits | Recombinant FEN1 flap cleavage, fluorescence, 15 min; further: nearly all actives have a fitted effect of over 65% in size
Target sequence (P39748 whole entry, looked up): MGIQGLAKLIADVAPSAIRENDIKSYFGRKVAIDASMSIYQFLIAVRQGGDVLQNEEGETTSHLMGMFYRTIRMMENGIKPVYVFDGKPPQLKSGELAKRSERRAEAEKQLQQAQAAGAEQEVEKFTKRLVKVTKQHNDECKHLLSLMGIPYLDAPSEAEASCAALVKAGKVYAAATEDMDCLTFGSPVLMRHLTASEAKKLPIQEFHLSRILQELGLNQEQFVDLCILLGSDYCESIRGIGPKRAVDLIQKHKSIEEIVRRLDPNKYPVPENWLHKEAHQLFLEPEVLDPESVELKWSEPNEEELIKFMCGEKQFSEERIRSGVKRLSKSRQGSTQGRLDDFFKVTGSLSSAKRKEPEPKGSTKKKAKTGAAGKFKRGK
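Potency values derive from four-parameter Hill fits of normalized qHTS data. The reaction used 10 nM FEN1 preincubated 15 min at room temperature with compound, then 50 nM DNA substrate, read at 0 and 15 min.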
KAT2A inh – inhibitors of human GCN5L2 histone acetyltransferase; GCN5L2 HAT assay, ThioGlo1 CoA-SH fluorescence; Potency, µM (top dose mostly 58.9 µM), without a hit: top-dose activity change, negative = inhibition, hits mostly inhibitors; 390,000 compounds, 0.21% hits
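Preincubate 20nM GCN5L2 with compound 15 min, RT → add 50uM ThioGlo1 + 75uM H3(1-25) + 70uM acetyl-CoA → read fluorescence 0 and 20 min. Primary qHTS; fluorescent artifacts likely.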
TDP1 cell CPT – growth inhibition of DT40 Tdp1-/-;hTDP1 cells with camptothecin (screen for TDP1 inhibitors); chicken DT40 Tdp1-/-;hTDP1 cells + 20 nM CPT, ATP luminescence, 48 h; AID 686979; 420,000 compounds, 12% hits; Potency, µM (series often up to 46.2 µM), without a hit: at the highest dose activity change, negative = growth inhibition, usual class: inhibitors; further: nearly all actives have a fitted effect of over 55% in size
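Cell growth measured by CellTiter-Glo luminescence after a minimum 48 h, 37 C compound exposure with 20 nM CPT in Tdp1-knockout DT40 cells stably expressing hTDP1, seeded 400/well; qHTS titration format.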
* = called active by the depositor; & = joins results of further samples. The call rests on the fitted dose curve; in most records, active means well fitted curve in the direction sought with a large enough effect; inconclusive means small, poorly fitted or top-dose-only effect, or another doubt; inactive means no such curve, though single readings can be large; an effect the other way counts as inactive or inconclusive. On the % scale 0 is the no-effect control and ±100 the full control effect; potency means the concentration at half of the fitted maximal effect. The list is partial (hit frequency here may not be typical).

Results for COc1ccc(-c2nc(C)ncc2-c2ccc(Cl)cc2)c(O)c1 ?
FEN1 inh: -14%; KAT2A inh: 16%; TDP1 cell CPT: 15µM*

What do the screens show for `COc1ccc2nc(SCC(O)c3cccc(Br)c3)[nH]c2c1` (stereo not given)?
FEN1 inh: -17%; KAT2A inh: -5%; TDP1 cell CPT: inconclusive

Results for O=C(Cn1ncn2c(cc3sccc32)c1=O)NCCc1ccccc1 ?
FEN1 inh: -3%; KAT2A inh: -7%; TDP1 cell CPT: 12%

What do the screens show for `O=C1CC(=Nc2ccccc2)NN1c1ccccc1`?
FEN1 inh: inconclusive; KAT2A inh: -8%; TDP1 cell CPT: -25%

Results for COc1ccccc1CN(C)C(=O)c1cccc(S(=O)(=O)N2CCCC2)c1 ?
FEN1 inh: -3%; KAT2A inh: 1%; TDP1 cell CPT: inconclusive

How did Cc1ccc2[nH]c3c(NCc4ccco4)ncnc3c2c1 do in these assays?
FEN1 inh: inconclusive; KAT2A inh: -5%; TDP1 cell CPT: 23µM*

Results for CN(Cc1ccccc1)C1CC(=O)N(c2ccc(C(=O)O)cc2)C1=O (stereo not given) ?
FEN1 inh: 10%; KAT2A inh: -1%; TDP1 cell CPT: -16%

What do the screens show for `NNC(=O)CNC(=O)CNS(=O)(=O)c1ccccc1`?
FEN1 inh: 9%; KAT2A inh: -7%; TDP1 cell CPT: 18%

What do the screens show for `O=C(CSc1nnc(CNC(=O)c2c(F)cccc2Cl)o1)NCc1ccccc1`?
FEN1 inh: 14%; KAT2A inh: -3%; TDP1 cell CPT: inconclusive

How did Cc1cccc(N2CC(O)=C(c3nc4ccccc4n3C)C2=N)c1 do in these assays?
FEN1 inh: 0%; KAT2A inh: -10%; TDP1 cell CPT: -1%

Retrieved one by one from above:
What do the screens show for `NNC(=O)CNC(=O)CNS(=O)(=O)c1ccccc1`?
FEN1 inh: 9%; KAT2A inh: -7%; TDP1 cell CPT: 18%

How did Cc1ccc2[nH]c3c(NCc4ccco4)ncnc3c2c1 do in these assays?
FEN1 inh: inconclusive; KAT2A inh: -5%; TDP1 cell CPT: 23µM*

What do the screens show for `COc1ccc2nc(SCC(O)c3cccc(Br)c3)[nH]c2c1` (stereo not given)?
FEN1 inh: -17%; KAT2A inh: -5%; TDP1 cell CPT: inconclusive

What do the screens show for `O=C1CC(=Nc2ccccc2)NN1c1ccccc1`?
FEN1 inh: inconclusive; KAT2A inh: -8%; TDP1 cell CPT: -25%

The results go on:
How did O=C(NNC(=O)c1ccc[nH]1)c1cccc(C(F)(F)F)c1 do in these assays?
FEN1 inh: 20%; KAT2A inh: -21%; TDP1 cell CPT: 2%

Results for CN(C(=O)c1ccc(NC(=O)Cc2ccc(NC(=O)C3CCCN(C(=O)CCc4ccccc4)C3)cc2)cc1)C1CCCC1 (stereo not given) ?
FEN1 inh: 9%; TDP1 cell CPT: 23µM*

What do the screens show for `Cc1ccc2oc(C(=O)Nc3cccc(-c4nc5ccccc5s4)c3)c(C)c2c1`?
FEN1 inh: 0%; KAT2A inh: -10%; TDP1 cell CPT: inconclusive

How did O=C(Nc1ccc(Br)cn1)c1cccc2ccccc12 do in these assays?
FEN1 inh: -5%; TDP1 cell CPT: 2.1µM*

How did O=[N+]([O-])c1ccc(/C=N/N2CCCCC2)cc1 do in these assays?
FEN1 inh: 14%; KAT2A inh: 0%; TDP1 cell CPT: inconclusive

What do the screens show for `Cn1c(=O)oc2cc(S(=O)(=O)N3CCCC(C(=O)Nc4nccs4)C3)ccc21` (stereo not given)?
FEN1 inh: -5%; KAT2A inh: -11%; TDP1 cell CPT: inconclusive

What do the screens show for `O=S(=O)(Nc1ccc(S(=O)(=O)N2CCCC2)cc1)c1ccccc1Br`?
FEN1 inh: 9%; KAT2A inh: -6%; TDP1 cell CPT: -6%

How did Cc1ccc(N(CC(=O)N2CCCCCC2)S(=O)(=O)c2ccccc2)cc1 do in these assays?
FEN1 inh: -1%; KAT2A inh: 2%; TDP1 cell CPT: -15%

Results for CCOC(=O)c1cccnc1SCC(=O)Nc1ccc(C)cc1 ?
FEN1 inh: 5%; KAT2A inh: 0%; TDP1 cell CPT: -2%

How did Cc1ccccc1C(=O)NC(=S)Nc1ccccc1N1CCCC1 do in these assays?
FEN1 inh: -14%; KAT2A inh: -1%; TDP1 cell CPT: inconclusive

How did Cc1ccc(S(=O)(=O)N(c2cccc(C)c2)C2CCS(=O)(=O)C2)cc1 (stereo not given) do in these assays?
FEN1 inh: 9%; KAT2A inh: -3%; TDP1 cell CPT: -12%

How did O=C1c2ccccc2CN1CCNC(=S)NC1CCCCC1 do in these assays?
FEN1 inh: 0%; KAT2A inh: 1%; TDP1 cell CPT: 0%

Results for CCOC(=O)N1CCN(C(=O)c2ccc3c(=O)n(CCc4ccc(OC)c(OC)c4)c(=O)[nH]c3c2)CC1 ?
FEN1 inh: -7%; KAT2A inh: -2%; TDP1 cell CPT: 21µM*

How did Cc1ccc(-n2nc3c(N4CCC(C(=O)NCCc5ccccc5C)CC4)nnc(C)c3c2C)cc1 do in these assays?
FEN1 inh: -14%&-3%; KAT2A inh: -1%&-3%; TDP1 cell CPT: 16µM*

How did O=C(C1CCC(=O)N1Cc1cccs1)N1CCOCC1 (stereo not given) do in these assays?
FEN1 inh: -7%; KAT2A inh: 2%; TDP1 cell CPT: 7%

Results for O=C(COC(=O)c1cccc(S(=O)(=O)N2CCCC2)c1)Nc1ccccc1C(F)(F)F ?
FEN1 inh: -19%; KAT2A inh: -14%; TDP1 cell CPT: -5%

Results for CC(C)(C)S(=O)(=O)c1cnc(N2CCCCC2)nc1N ?
FEN1 inh: -1%; KAT2A inh: -1%; TDP1 cell CPT: -2%

How did CCOc1ccc(C(=O)NC2CC(=O)N(c3ccc(C)cc3)C2)cc1OCC (stereo not given) do in these assays?
FEN1 inh: -6%; KAT2A inh: -1%; TDP1 cell CPT: -5%

Results for COc1cc(OC)c(NC(=S)Nc2cc(Cl)cc(Cl)c2)cc1Cl ?
FEN1 inh: -21%; KAT2A inh: -6%; TDP1 cell CPT: inconclusive

What do the screens show for `O=C(/C=C/c1ccc(-c2ccccc2)cc1)NCc1cccnc1`?
FEN1 inh: 18%; KAT2A inh: -6%; TDP1 cell CPT: 16%

What do the screens show for `C=CCNC(=S)N1CCC(C(=O)c2ccc3c(c2)OCCO3)CC1`?
FEN1 inh: 3%; KAT2A inh: 1%; TDP1 cell CPT: inconclusive

What do the screens show for `COc1ccc(NC(=O)C2CC3CCC2C3)c(OC)c1` (stereo not given)?
FEN1 inh: -13%; TDP1 cell CPT: -3%

Results for COc1ccc(S(=O)(=O)N2CCOCC2)cc1NC(=O)Cc1sc(C)nc1-c1ccc(F)cc1 ?
FEN1 inh: -7%; KAT2A inh: -7%; TDP1 cell CPT: -5%

How did CCOc1ccc(OCc2ccc(C(=O)Nc3cccnc3)o2)cc1 do in these assays?
FEN1 inh: 1%; KAT2A inh: -3%; TDP1 cell CPT: inconclusive

Results for O=C(O)Cc1c[nH]c2ccccc12 ?
FEN1 inh: 2%; TDP1 cell CPT: 4%

What do the screens show for `Cc1c(C(=O)N2CCCCC2)c(S(=O)(=O)N2c3ccccc3CC2C)c(C)n1C` (stereo not given)?
FEN1 inh: -2%; KAT2A inh: -4%; TDP1 cell CPT: inconclusive

Results for CC(C)(C)C(=O)CSc1nc2c(c(-c3cccs3)c1C#N)CCC2 ?
FEN1 inh: 5%; KAT2A inh: -7%; TDP1 cell CPT: inconclusive

What do the screens show for `COc1ccc(/C=[N+](\[O-])C2N(c3ccccc3)C(=S)SC2(C)C)cc1OC` (stereo not given)?
FEN1 inh: -1%; KAT2A inh: -24%; TDP1 cell CPT: inconclusive

What do the screens show for `Nc1nnc(-c2ccc(Cl)cc2)o1`?
FEN1 inh: -14%; KAT2A inh: -8%; TDP1 cell CPT: -28%

Results for O=C(Cc1ccc(F)cc1)N(c1ccccc1)C1C=CS(=O)(=O)C1 (stereo not given) ?
FEN1 inh: 6%; KAT2A inh: 2%; TDP1 cell CPT: 5%

How did COc1ccc2[nH]c(=O)c(CN(C(=O)c3ccccn3)C3CCCCC3)cc2c1 do in these assays?
FEN1 inh: 35%; KAT2A inh: -6%; TDP1 cell CPT: inconclusive

What do the screens show for `CC(C)CNC(=O)c1cccc(NC(=O)c2ccc(NC(=O)c3ccco3)cc2)c1`?
FEN1 inh: -6%; KAT2A inh: -12%; TDP1 cell CPT: inconclusive

How did COc1ccc(S(=O)(=O)Nc2ccc3c(c2)OCO3)cc1OC do in these assays?
FEN1 inh: 0%; KAT2A inh: -15%; TDP1 cell CPT: -15%

How did Cc1cccc(-c2nc3ccccc3n2Cc2ccccc2)c1 do in these assays?
FEN1 inh: -11%; KAT2A inh: -13%; TDP1 cell CPT: inconclusive

What do the screens show for `COc1ccc(N(CC(=O)N/N=C/c2cccs2)S(=O)(=O)c2ccccc2)cc1`?
FEN1 inh: -1%; KAT2A inh: -9%; TDP1 cell CPT: 6%

What do the screens show for `CC(C)c1ccc(S(=O)(=O)N2CCC(C(=O)N3CCC3)CC2)cc1`?
FEN1 inh: 3%; KAT2A inh: -3%; TDP1 cell CPT: -13%

What do the screens show for `Cn1c(=O)c2[nH]c(-c3cccnc3)nc2n(C)c1=O`?
FEN1 inh: -4%; KAT2A inh: -7%; TDP1 cell CPT: inconclusive

Results for COCCCNS(=O)(=O)c1ccc(C)cc1 ?
FEN1 inh: 14%; KAT2A inh: -2%; TDP1 cell CPT: 10%

Results for COc1cccc(C(=O)NCCS(=O)(=O)NCC2CCCO2)c1 (stereo not given) ?
FEN1 inh: 3%; KAT2A inh: 4%; TDP1 cell CPT: 1%

How did CC(C)(C)c1nnc(NC(=O)CCS(=O)(=O)Cc2ccccc2)s1 do in these assays?
FEN1 inh: 1%; KAT2A inh: -5%; TDP1 cell CPT: 9.2µM*

Results for CCn1c(-c2ccccc2)ccc(C#N)c1=O ?
FEN1 inh: -11%; KAT2A inh: -20%; TDP1 cell CPT: 13%

Results for Cc1ccc(N(C)S(=O)(=O)c2cccc(C(=O)NCC(c3cccs3)N3CCOCC3)c2)cc1 (stereo not given) ?
FEN1 inh: 3%; KAT2A inh: 0%; TDP1 cell CPT: inconclusive

How did CCC(C)NC(=O)CNC(=S)N(Cc1ccccc1)Cc1cccnc1 (stereo not given) do in these assays?
FEN1 inh: 6%; KAT2A inh: -3%; TDP1 cell CPT: 6%

How did Cc1ccc(N/C(N)=N/c2nc(C)cc(C)n2)cc1 do in these assays?
FEN1 inh: inconclusive; KAT2A inh: -2%; TDP1 cell CPT: 15µM*

Results for N/C(=N\OS(=O)(=O)c1ccc(Br)cc1)c1ccncc1 ?
FEN1 inh: -1%; KAT2A inh: 0%; TDP1 cell CPT: -26%

How did COc1ccc(-n2nc3cc(C)c(NC(=O)Cc4ccc(Cl)cc4)cc3n2)cc1 do in these assays?
FEN1 inh: 17%; KAT2A inh: -3%; TDP1 cell CPT: 5%

What do the screens show for `CCc1ccc(Nc2nnc(SC3CCOC3=O)s2)cc1` (stereo not given)?
FEN1 inh: 11%; KAT2A inh: -2%; TDP1 cell CPT: -17%

Results for COC(=O)c1cc(S(=O)(=O)N(C)C2CCCCC2)cn1C ?
FEN1 inh: -4%; KAT2A inh: -8%; TDP1 cell CPT: -19%

How did Cc1cc(C)c([N+](=O)[O-])cc1NC(=O)CCSc1ccccc1Cl do in these assays?
FEN1 inh: -13%; KAT2A inh: -4%; TDP1 cell CPT: inconclusive

Results for Cc1ccc2nc(-c3cccnc3SCC(=O)N3c4ccccc4CC3C)[nH]c2c1 (stereo not given) ?
FEN1 inh: 7%; KAT2A inh: -8%; TDP1 cell CPT: inconclusive

Results for CCN(CC)S(=O)(=O)c1c(Br)cc(C)cc1Br ?
FEN1 inh: 1%; KAT2A inh: 2%; TDP1 cell CPT: -24%

Sorted by molar mass (low to high): part of the list above.
How did Cc1ccc(N/C(N)=N/c2nc(C)cc(C)n2)cc1 do in these assays?
FEN1 inh: inconclusive; KAT2A inh: -2%; TDP1 cell CPT: 15µM*

What do the screens show for `CCc1ccc(Nc2nnc(SC3CCOC3=O)s2)cc1` (stereo not given)?
FEN1 inh: 11%; KAT2A inh: -2%; TDP1 cell CPT: -17%

Results for CCN(CC)S(=O)(=O)c1c(Br)cc(C)cc1Br ?
FEN1 inh: 1%; KAT2A inh: 2%; TDP1 cell CPT: -24%
